CDK5 p35 inh: inhibitors of human CDK5/p35 kinase, primary screen, biochemical, single concentration; inhibition, % at 10 µM; AID 488839, 2010; 0.01% of 330,000 active; Recombinant CDK5/p35, ADP-Glo luminescence, 60 min; Cyclin-dependent kinase 5 (Homo sapiens) + Cyclin-dependent kinase 5 activator 1 (Homo …;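 active = highest replicate inhibition of at least 50% and at least 75% of replicates reaching 50%; inconclusive = only one of the two criteria met; inactive = both criteria failed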;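 also: plate controls were DMSO neutral control for no effect and GW8510 at 10 µM for full effect; many of its hits are not listed in these tables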
Target sequence (Q00535 whole entry, looked up): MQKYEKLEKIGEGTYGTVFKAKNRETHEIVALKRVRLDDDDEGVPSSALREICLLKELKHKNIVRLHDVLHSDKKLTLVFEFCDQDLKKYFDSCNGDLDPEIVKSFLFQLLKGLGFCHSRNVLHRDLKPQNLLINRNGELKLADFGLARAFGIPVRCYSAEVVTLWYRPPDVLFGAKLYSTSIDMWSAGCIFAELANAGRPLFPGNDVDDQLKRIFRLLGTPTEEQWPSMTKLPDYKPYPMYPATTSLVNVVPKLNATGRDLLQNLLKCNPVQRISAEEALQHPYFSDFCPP
Target sequence (Q15078 whole entry, looked up): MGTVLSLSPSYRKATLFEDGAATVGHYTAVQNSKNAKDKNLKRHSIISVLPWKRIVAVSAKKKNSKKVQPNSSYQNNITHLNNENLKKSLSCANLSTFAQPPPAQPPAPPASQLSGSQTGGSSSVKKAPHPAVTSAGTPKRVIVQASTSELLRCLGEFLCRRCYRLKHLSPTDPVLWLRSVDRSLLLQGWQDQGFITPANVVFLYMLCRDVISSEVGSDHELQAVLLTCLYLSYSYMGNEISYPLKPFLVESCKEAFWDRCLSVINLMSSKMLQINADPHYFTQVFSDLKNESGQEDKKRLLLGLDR
PfHsp90 yeast 2: growth inhibition of PfHsp90-expressing yeast, primary screen, antimalarial PfHsp90 inhibitor project, S. cerevisiae, BacTiter-Glo luminescence, single point, set 2 | BacTiter-Glo ATP, 48 h; yeast lacking PDR1 and PDR3 efflux regulators | inhibition, % at 9.4 µM | 0.32% of 310,000 active;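 active = every replicate shows inhibition above about 80%, whatever the replicate mean, limit read from the data; inconclusive = mean inhibition reaches the set limit but some replicate falls short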;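 also: 0% = DMSO neutral controls and 100% = 20 µM radicicol positive controls; yeast relying on Plasmodium falciparum Hsp90 in place of its own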
RTF Ca sens inh: cardiac RTF calcium sensitivity inhibitors, primary screen, biochemical, IANBD-TnC fluorescence, EC70 calcium. 0.12% of 340,000 active. inhibition, % at 7.15 µM. AID 493244, 2011. IANBD-labeled cardiac RTF, Ca2+ fluorescence;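 active = inhibition above the mean inhibition of all tested compounds plus 3 SD, cut at about 17% in these data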;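 also: assay run at fixed EC70 calcium of 1.6 mM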
dFosB act: activators of delta FosB homodimer, primary screen, biochemical, fluorescence polarization, TAMRA-CDK5 oligo, single point | Protein FosB (Mus musculus), P13346 | purified delta FosB; percent of positive-control signal above neutral wells | activation, % at 25 µM | 0.99% of 340,000 active;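 active = mean activation above about 17%, with every replicate also reaching it, limit read from the data, passing the limit was not always enough; inconclusive = only one of the two conditions met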;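 also: fluorescence polarization rise as delta FosB binds a TAMRA Cdk5 AP-1 oligo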
Target sequence (P13346 whole entry, looked up): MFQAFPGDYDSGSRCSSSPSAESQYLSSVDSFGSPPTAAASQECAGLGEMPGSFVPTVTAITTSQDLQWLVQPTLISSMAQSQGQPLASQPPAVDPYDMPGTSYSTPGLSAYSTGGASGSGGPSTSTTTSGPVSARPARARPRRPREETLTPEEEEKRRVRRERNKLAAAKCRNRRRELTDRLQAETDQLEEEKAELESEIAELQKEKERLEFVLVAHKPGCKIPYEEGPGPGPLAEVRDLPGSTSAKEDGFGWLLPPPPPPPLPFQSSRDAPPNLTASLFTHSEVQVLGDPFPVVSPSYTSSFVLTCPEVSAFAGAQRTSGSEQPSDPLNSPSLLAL
cardiac RTF act: cardiac RTF calcium sensitivity activators, primary screen, biochemical, IANBD-TnC fluorescence, EC20 calcium; Troponin I, cardiac muscle (Homo sapiens) + Troponin T, cardiac muscle (Homo sapiens) + …; IANBD-labeled TnC RTF fluorescence at EC20 calcium; 0% EC20 calcium, 100% full calcium; activation, % at 7.2 µM; 0.24% of 340,000 active;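 active = activation above the mean over all tested compounds plus 3 SD, cut at about 30% in these data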;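 also: rise in fluorescence read as greater calcium sensitivity of cardiac thin filaments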
Keap1 Nrf2 FP: Keap1-Nrf2 protein-protein interaction inhibitors, primary screen, biochemical, fluorescence polarization, single point | Kelch-like ECH-associated protein 1 (Homo sapiens), Q14145 | Keap1 Kelch-Nrf2 peptide fluorescence polarization, 1536-well | inhibition, % at 9.4 µM | 0.15% of 340,000 active | AID 504523, 2011; in the data active = inhibition above about 12%; inconclusive = no clear call, values can overlap the other calls; inactive = below about 7.3%;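 also: human Keap1 Kelch domain with fluorescein labeled Nrf2 9mer peptide probe; 0% = neutral control wells and 100% = peptide positive control; higher means more block of Keap1 binding to Nrf2 peptide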
SUMO Mot1 rescue: yeast Mot1-301 growth rescue at high temperature, primary screen, SUMOylation pathway inhibitor project, S. cerevisiae, ATP luminescence, 38.5C; S. cerevisiae Mot1-301 growth rescue; percent above DMSO median, 100 means doubled; growth rescue, % at 18.8 µM; 1% of 320,000 active;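 active = every valid replicate shows activation above 250% relative to neutral control wells; inactive = the rest, any valid replicate at or below 250%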;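 also: OY570 slx delta 5 strain wells were the positive control but not used for scaling; some compounds called inactive have numbers as strong as hits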
NSD2 HMT inh: NSD2 histone methyltransferase inhibitors, primary screen, biochemical, AlphaScreen, single concentration, set 2. Histone-lysine N-methyltransferase NSD2 (Homo sapiens), O96028. NSD2 peptide methylation, 120 min. inhibition, % at 12.5 µM. 0.54% of 310,000 active. AID 743445, 2014; in the data active = inhibition above about 50%
PvdQ inh: P. aeruginosa PvdQ acylase inhibitors, primary screen, biochemical, fluorescence, plate reader and imaging, single point | PvdQ acylase [Pseudomonas aeruginosa LESB58] | purified PvdQ acylase | inhibition, % at 10 µM | 0.063% of 340,000 active; in the data active = inhibition above about 30%, passing the limit was not always enough; inconclusive = no clear call, values can overlap the other calls;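 also: 0% = vehicle neutral wells and 100% = reference inhibitor wells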
Rtt109 HAT inh: inhibitors of C. albicans Rtt109/Vps75 HAT, primary screen, biochemical, ThioGlo CoA-SH fluorescence, plate reader | purified Rtt109/Vps75, 4 h | inhibition, % at 34.9 µM | 0.16% of 330,000 active;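 active = inhibition of at least 50% in every replicate; inconclusive = best replicate reaches 50% inhibition but some replicates fall short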
C-LANA FP: inhibitors of KSHV C-LANA binding to DNA, primary screen, biochemical, fluorescence polarization, FAM-LBS DNA, MBP-C-LANA, single point; inhibition, % at 9 µM; AID 504423, 2011; 0.078% of 340,000 active;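 active = highest replicate inhibition at or above 60% at 9 µM, even if other replicates fall short; inactive = all replicates below 60% inhibition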;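 also: 0% = neutral control wells and 100% = 4 µM acridine orange control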
The depositor's hits bear a star; ? = inconclusive; nt = not tested or not shown.

SMILES	CDK5 p35 inh	PfHsp90 yeast 2	RTF Ca sens inh	dFosB act	cardiac RTF act	Keap1 Nrf2 FP	SUMO Mot1 rescue	NSD2 HMT inh	PvdQ inh	Rtt109 HAT inh	C-LANA FP
COc1ccc(NC2CCCN(C(=O)Cn3ccc(C)n3)C2)cc1OC (configuration not stated)	1.7	11	-2	3	-1	-3	350	4	0	31	4.7
COc1cc2oc3ccccc3c2cc1N(CC(=O)N1CCCCC1)S(=O)(=O)c1ccc(C)cc1	-0.5	nt	-7	-7	-3	-2	-2	nt	-12	6	-0.1
CCOc1ccc2[nH]c(=O)c(C(c3nnnn3CCOC)N3CCOCC3)cc2c1 (configuration not stated)	-0.8	3	0	-4	1	-8	-6	nt	-12	-6	0.5
CCN1CCC2(CCN(Cc3cn[nH]c3-c3ccc(OC)c(F)c3)C2)C1 (configuration not stated)	0.3	2	1	-4	6	-4	-3	5	-8	1	-0.1
CSCC[C@H](N)C(=O)NCC1CCC(C(=O)Nc2ccc3c(c2)OCO3)CC1 (some centres not stated)	-1.2	-2	-8	-6	4	-2	-7	nt	-14	-7	-0.7
COC(=O)c1ccc(C(=O)OCc2nc3cc4ccccc4cc3[nH]2)cc1	-1.7	-24	-3	-2	8	-3	89	-4	-18	-4	-1.6
Cc1ccn2c(NC3CCCCC3)c(C(C)C)nc2c1	-4.5	7	3	-5	15	-5	-8	-2	-6	-8	-1.3
Cn1ccsc1=NC(=O)c1cccc(C#N)c1	2.7	26	-2	-5	0	1	43	20	-15	2	-2.8
CC(=O)C1=C(C)OC(N)=C(C#N)C1c1ccncc1 (configuration not stated)	0.6	1	-11	-2	-3	-5	60	-3	5	-12	3.8
CN(C(=S)Nc1cccnc1)c1ccc(O)cc1	-1.0	7	2	-6	-2	0	-16	5	1	4	1.5
N#C/C(=C\c1ccc(-c2ccccc2C(=O)O)o1)c1nc2ccccc2[nH]1	1.7	-4	-21	-10	17	-19	648	19	16	0	-2.9
Cc1c(C(=O)OCC(=O)N2CC(C)OC(C)C2)oc2ccc(Br)cc12 (configuration not stated)	-1.7	-19	-9	-14	6	1	236	6	-14	2	0.2
O=C(CSc1nc2c(cnn2-c2ccccc2)c(=O)[nH]1)NC1CCS(=O)(=O)C1 (configuration not stated)	-5.8	25	-5	-8	10	-1	261	0	-15	nt	-0.1
N#CC1=C(N)N(c2ccccc2)C2=C(C(=O)CCC2)C1c1ccsc1 (configuration not stated)	5.0	nt	-4	-8	1	3	5	-2	4	-7	8.8
COC(=O)c1nonc1NCn1nnc2ccccc21	0.4	3	4	10	2	-2	-14	2	-10	-5	-0.1
CN(C)CCOC(=O)CC12CC3CC(C1)CC(CC(=O)OCCN(C)C)(C3)C2	-1.4	-2	0	2	-1	-3	3	4	-8	4	-0.2
O=C(O)c1ccc(Nc2nc(-c3cccnc3)cs2)cc1O	2.7	5	-10	-10	-7	-3	2	5	14	16	-1.0
COC(=O)c1cc(C(=O)OCC(=O)NC2CCS(=O)(=O)C2)cc([N+](=O)[O-])c1 (configuration not stated)	-1.5	-34	4	3	1	-3	-6	0	-14	-3	-1.2
Cc1cc(C)cc(N2C(=O)CC(n3ccnc3)C2=O)c1 (configuration not stated)	-0.7	-7	-2	7	-5	-2	27	nt	0	-4	-1.9
O=c1c([N+](=O)[O-])c(N2CCOCC2)c2ccccc2n1Cc1ccccc1	-0.6	19	2	-13	-1	1	-7	2	-1	-4	-1.3
O=C(O)CC1SC(=Nc2cccc(C(F)(F)F)c2)NC1=O (configuration not stated)	-0.1	4	-12	3	2	1	-8	0	-9	1	-1.9
CCCOc1ccc(-c2c(C(=O)N/N=C/c3ccccc3OCC)nnn2-c2nonc2N)cc1	-2.0	-24	-9	2	2	-2	342	-4	-2	-3	-0.1
O=C(N/N=C/c1cccc2ccccc12)c1cc(C2CC2)[nH]n1	-0.1	17	-2	-9	-3	0	190	-3	-5	-6	-0.2
CCCCCC1CC(CC(=O)O)C(=O)O1 (configuration not stated)	1.4	-8	2	5	0	-4	230	-1	-12	-14	1.7
Cc1nc(-c2ccc(O)c(O)c2)cs1	0.6	8	7	-8	0	-2	3	5	2	19	1.9
C=CCn1c(SCc2cc([N+](=O)[O-])cc3c2OCOC3)nc2cc(C(=O)O)ccc2c1=O	-0.8	4	10	-5	-3	1	11	1	14	5	0.1
COc1ccc(C(=O)O)cc1S(=O)(=O)Nc1ccc(Oc2ccccc2)cc1	0.1	-3	-3	-3	-3	-6	-7	12	-15	-14	-0.7
Cc1ccc(C2NC(=S)NC3=C2C(=O)CC(C)(C)C3)cc1 (configuration not stated)	0.7	11	-4	2	0	4	8	-1	-1	0	1.4
O=C(CCn1c(=O)oc2ccccc21)N1CCc2ccccc21	-1.6	-24	-9	4	8	-2	-3	-5	-7	-2	-0.3
Cc1ccc(CC(=O)Nc2ccncc2)cc1	-1.7	2	-11	3	-1	0	94	-2	-5	-2	0.5
Cc1nn(-c2cccc(C(F)(F)F)c2)c(=O)c2ccccc12	0.5	26	-4	-6	-2	-3	18	-3	-13	-4	-0.3
Nc1c2c(nc3sc4c(c13)CCCC4)CCCCCC2	-0.9	4	-4	-2	7	0	23	17	-10	0	-0.5
CCc1nc(Nc2ccccc2OC)c2oc3ccccc3c2n1	-1.2	-15	0	-3	3	-1	15	-9	-14	-18	-2.2
COc1ccc(C)cc1N(CC(=O)Nc1cccnc1)S(=O)(=O)c1ccc(C)cc1	-0.5	5	-10	-8	6	1	11	-2	7	10	0.6
O=S(=O)(Nc1cccc2ccccc12)c1cccs1	-1.4	6	-6	1	2	-2	-16	nt	-9	-11	1.8
O=C(c1ccc2c(c1)OCO2)N1CCN(S(=O)(=O)N2CCCCC2)CC1	-1.8	5	-6	-3	-2	-2	-11	-2	-4	-7	0.1
Cc1cccc(NS(=O)(=O)c2cc(C(=O)OCC(=O)Nc3cc(C)on3)ccc2C)c1	-3.3	16	-9	0	1	0	8	1	-5	-13	2.8
NC(=O)C(CCC(=O)c1ccc(Br)cc1)S(=O)(=O)c1ccccc1 (configuration not stated)	-1.0	4	8	-3	5	4	5	nt	-12	-6	3.0
CC(=O)Nc1ccc2nc(CN3CCN(CC(C)C)C(CCO)C3)ccc2c1 (configuration not stated)	0.7	nt	-6	-6	7	-6	144	0	-14	-12	2.0
CCC(NS(=O)(=O)c1ccc(OC)cc1)C(=O)NCCc1ccccc1 (configuration not stated)	0.3	1	-9	-14	6	-2	4	-1	-9	nt	-3.8
COc1cc(NC(=O)c2cnn3c(C(F)F)cc(C4CC4)nc23)c(OC)cc1Cl	-0.9	-8	-10	2	0	3	68	-1	-11	1	-1.6
COc1ccccc1OCC(=O)Nc1sc2c(c1C(N)=O)CCC2	0.7	-8	4	0	-4	1	7	5	1	-1	1.6
CC(C)CCNC(=O)c1ccc(OC2CCN(S(=O)(=O)N(C)C)CC2)cc1	-2.6	-4	2	-7	2	2	15	0	-6	-2	-1.3
CCOc1ccc(Br)cc1S(=O)(=O)Nc1ccc(C(=O)OCC(=O)Nc2ccc(C#N)cc2)cc1	0.4	-4	-3	-11	-4	-1	7	3	6	3	-2.1
CC(C)(C)C1CCC(OC(=O)C[N+]2(C)CCCCC2)CC1 (configuration not stated)	-0.3	4	-7	2	2	4	32	-4	-6	2	0.7
O=C(N/N=C/c1ccc(Cl)c([N+](=O)[O-])c1)c1ccc2c(c1)OCCO2	-1.4	-23	8	?	0	3	nt	0	-1	-5	0.4
COc1ccc(C2=CC3=C(Br)C(=O)C(C)(OC(=O)C4CCCC4)C(=O)C3=CO2)cc1 (configuration not stated)	-0.7	110*	9	-10	-8	-1	3	nt	-7	6	2.5
Cn1c(SCC(=O)NCc2ccco2)nnc1C1CCCC1	-0.4	-6	-7	0	-5	-2	-10	17	3	5	0.5
CCN1C=C(Cc2ccc(OC)cc2)C2=C(C1)C(c1ccc(OC)cc1)C(C#N)=C(N)O2 (configuration not stated)	-1.7	31	-5	-6	0	-7	9	6	-1	-5	0.3
CC(C)(C)c1ccc(OCCC(=O)NCC(c2cccs2)N2CCOCC2)cc1 (configuration not stated)	-2.7	7	-16	-7	-6	5	-16	2	-13	-8	-0.1
CCN(CC(=O)Nc1ccc(NC(C)=O)cc1)C(=O)Cc1coc2cc(C)c(C)cc12	0.1	nt	-23	-10	6	-3	2	0	-14	5	1.7
O=C(Nc1ccc(F)cc1)c1cnc(-c2ccccc2)nc1-c1ccccc1	-1.5	nt	-10	2	5	-2	-16	0	-14	2	0.8
COc1ccc(OC)c(/C=N/c2c(-c3ccc(O)c(OC)c3)nc3ccccn23)c1	1.2	3	-16	-6	-4	4	1	-1	-4	nt	-0.8
CCCCOc1ccc(NC2=NC3(CCCCC3)N=C(N)N2)cc1	0.5	nt	1	3	-3	-1	-47	9	-2	12	1.3
COc1ccc(C2NC(=O)c3sc4nc(C)c(C(C)=O)c(-c5ccc(Cl)cc5)c4c3N2)cc1 (configuration not stated)	-2.8	-22	-3	3	-3	1	-3	-3	-2	1	1.3
CCOC(=O)N1CCN(S(=O)(=O)N2CCCC(C(=O)NCCc3ccc(OC)c(OC)c3)C2)CC1 (configuration not stated)	-8.9	2	-10	-5	-4	-2	-3	-6	-10	-7	0.8
COc1cccc(C(=O)Nc2ccc(NC(=O)C3CC3)cn2)c1	-1.3	-9	-1	2	6	-6	-22	4	-13	1	0.3
CCNc1nc(NCC)n2c(SCC(=O)Nc3ccc(NC(C)=O)cc3)nnc2n1	0.5	10	-22	-10	-3	-3	4	1	-8	5	-1.7

Screening data from PubChem.
